Tb PYK inh – blocks Trypanosoma brucei pyruvate kinase; TbPYK enzyme, Kinase-Glo Plus ATP luminescence, 45 min; Potency, µM (titrated, usually from 76.8 µM), for the others: at the highest dose activity, negative = inhibition, hits mostly inhibitors; actives 0.12% (n = 410,000); Q57TT1; AID 624173; also: potency is read from the fitted curve at half-maximal effect; nearly all actives have a fitted effect of over 50% in size
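Screened from lowest to highest concentration, compounds were pinned into TbPYK/substrate mixtures, and ADP (130 uM final) was added. Plates sat at room temperature for 45 min prior to Kinase-Glo Plus detection by luminescence.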
HCV inh – blocks hepatitis C virus; Potency, µM (series often up to 41.8 µM), inactives show at the top dose activity change, negative = inhibition, most hits filed as inhibitors; actives 3.4% (n = 340,000); Huh7.5.1 HCVcc-Cre infection, luciferase reporter, 44 h; AID 651820; also: potency is read from the fitted curve at half-maximal effect
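1,000 cells/well; 4 h culture; + compound; + HCVcc-Cre (~0.5 moi); 44 h; luciferase substrate, RT 15 min; read 15 sec.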
HCMV antiviral – human cytomegalovirus inhibition; HFF cells, HCMV-luciferase reporter, 72 h; active compounds read low; activity change, negative = inhibition, % at 57.5 µM; actives 4.5% (n = 410,000); AID 1259415; in the data active = activity change below about -60%; inconclusive = no clear call, values can overlap the other calls; inactive = above about -39%
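Luciferase read-out from HCMV-luciferase-infected HFFs (MOI 1 PFU/cell) 72 h post infection at 37C; compounds added after 16 h cell attachment; activity normalized between buffer-only basal and Salinomycin (10uM) inhibitor controls.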
AMA1 RON2 block – AMA1-RON2 (P. falciparum) interaction inhibition | AlphaScreen AMA1-biotinylated RON2 peptide binding | Potency, µM (titrated, usually from 58.2 µM), for inactives: at the highest dose activity change, negative = inhibition, usual class: inhibitors | actives 0.2% (n = 360,000);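 also: potency is read from the fitted curve at half-maximal effect; 0% = vehicle wells and -100% = peptide control; nearly all actives have a fitted effect of over 45% in size; some results filed as inactive show a strong effect at the top dose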
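AMA1 (3D7) with his tag at 25 nM final met compounds first, then biotinylated RON2 peptide at 25 nM; detection used donor plus acceptor beads, 10 µg/mL apiece, read by AlphaScreen after 30 min at room temperature.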
AmpC inh detg – blocks E. coli AmpC beta-lactamase in detergent assay. AmpC hydrolysis of nitrocefin, absorbance 480 nm, 0.01% Triton. Potency, µM (doses to about 114 µM), for inactives: at the top dose activity change, negative = inhibition, most hits filed as inhibitors. actives 0.041% (n = 370,000). AID 485294;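 also: potency is read from the fitted curve at half-maximal effect; 0% = no-compound wells and -100% = no-enzyme wells; nearly all actives have a fitted effect of over 25% in size; some results filed as inactive show a strong effect at the top dose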
Target sequence (P00811 whole entry, looked up): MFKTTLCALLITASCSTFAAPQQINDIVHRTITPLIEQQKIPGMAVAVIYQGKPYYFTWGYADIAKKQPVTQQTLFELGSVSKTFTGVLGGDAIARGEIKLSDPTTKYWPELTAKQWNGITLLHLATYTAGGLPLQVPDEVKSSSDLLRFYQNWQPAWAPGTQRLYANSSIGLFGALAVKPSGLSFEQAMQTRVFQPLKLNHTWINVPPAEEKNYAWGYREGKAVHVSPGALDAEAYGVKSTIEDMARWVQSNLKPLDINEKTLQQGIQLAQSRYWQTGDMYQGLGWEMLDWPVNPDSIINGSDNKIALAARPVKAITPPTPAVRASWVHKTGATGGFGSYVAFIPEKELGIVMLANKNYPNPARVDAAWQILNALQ
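AmpC (5.3 nM in the dispensed reagent) in 20 mM phosphate pH 7.0 with 0.01% (detergent screen) or 0.0001% Triton X-100 was preincubated with compounds for 15 min at room temperature. Nitrocefin was then added from an 800 uM solution, and hydrolysis was followed at 480 nm.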
AmpC inh no detg – blocks E. coli AmpC beta-lactamase in detergent-free assay. actives 0.52% (n = 330,000). P00811. AmpC nitrocefin hydrolysis, absorbance 480 nm, 0.0001% Triton. Potency, µM (doses to about 57.1 µM), without a hit: top-dose activity change, negative = inhibition, hits mostly inhibitors. AID 485341;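 also: potency is read from the fitted curve at half-maximal effect; plate controls were no compound for no effect and no enzyme for full effect; nearly all actives have a fitted effect of over 20% in size; some results filed as inactive show a strong effect at the top dose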
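20 mM phosphate pH 7.0 + 0.01% (detergent screen) or 0.0001% Triton X-100; 5.3 nM AmpC reagent; cpd preinc 15 min RT; nitrocefin (800 uM stock) to start; A480 q20 s × 4 min; Activity was normalised to no-enzyme and no-compound control wells.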
LmPK inhibitor – LmPK (Leishmania mexicana) enzyme inhibition. purified LmPK, Kinase-Glo ATP luminescence, 1 h. Q27686. actives 0.37% (n = 290,000). Potency, µM (highest dose often 57.5 µM), without a hit: top-dose activity change, negative = inhibition, usual class: inhibitors. AID 1721; also: potency is read from the fitted curve at half-maximal effect
Target sequence (Q27686 whole entry, looked up): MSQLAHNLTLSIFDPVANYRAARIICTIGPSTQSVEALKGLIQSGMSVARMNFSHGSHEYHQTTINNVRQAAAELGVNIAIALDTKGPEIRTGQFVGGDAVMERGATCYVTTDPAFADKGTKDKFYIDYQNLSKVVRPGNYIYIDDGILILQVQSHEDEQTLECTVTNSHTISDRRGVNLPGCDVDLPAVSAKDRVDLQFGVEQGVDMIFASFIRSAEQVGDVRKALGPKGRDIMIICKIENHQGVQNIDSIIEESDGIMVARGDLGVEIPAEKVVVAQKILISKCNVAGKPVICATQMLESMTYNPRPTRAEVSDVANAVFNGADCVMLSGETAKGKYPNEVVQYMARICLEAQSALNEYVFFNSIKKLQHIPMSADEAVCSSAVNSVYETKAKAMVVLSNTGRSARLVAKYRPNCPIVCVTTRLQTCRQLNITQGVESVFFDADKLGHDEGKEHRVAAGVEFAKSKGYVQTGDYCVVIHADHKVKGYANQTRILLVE
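ATP generated from ADP (0.1 mM) and PEP (0.5 mM) by 0.1 nM LmPK over 1 h at room temperature (pH 7.2 imidazole buffer) was detected by coupled luciferase luminescence. Values were normalized to uninhibited and no-enzyme wells.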
* hit, by the source's call; ? = inconclusive; / = not tested or not shown; [ ] = dose if it differs, or a comment. Unless noted, calls follow the shape of the dose curve; as a rule, active = well fitted curve in the direction sought with a large enough effect; inconclusive = small, poorly fitted or top-dose-only effect, or another doubt; inactive = no such curve, though single readings can be large; an effect the other way counts as inactive or inconclusive. Unless noted, % is scaled to controls: 0 for no effect and ±100 for the full control effect. Outcome played no part in choosing rows; overall some 7.5% were active at least once.

SMILES	Tb PYK inh	HCV inh	HCMV antiviral	AMA1 RON2 block	AmpC inh detg	AmpC inh no detg	LmPK inhibitor
COc1ccc(-c2noc(-c3ccc(NCC4CCCO4)c([N+](=O)[O-])c3)n2)cc1 (stereo unspecified)	-5%	/	3	/	6%	/	/
COc1cc(OC)cc(-c2c(C#Cc3ccsc3)c3cc(-c4ccccc4OC)ccc3n2C)c1	-2%	19%	-3	9%	/	-23%	/
Cc1cc(CNC(=O)COc2ccc(F)cc2F)c2ccccc2n1	2%	?	-32	20%	8%	-3%	4%
Cc1c(C(=O)O)sc2nc3n(c(=O)c12)CCC(C)CC3 (stereo unspecified)	-1%	8%	-14	13%	-2%	-19%	0%
Cc1c(NC(=O)c2cccs2)cccc1-c1nc2cc(Cl)ccc2o1	4%	/	-13	/	2%	/	/
COc1ccccc1OC(C)C(=O)Nc1cccc(-c2nc3ccccc3o2)c1 (stereo unspecified)	1%	/	27	/	16%	/	/
Cn1nc(C(C)(C)C)cc1NC(=O)Nc1ccc(F)cc1F	-1%	?	-24	-3%	-10%	-7%	2%
O=C(Nc1cccc(F)c1)N1C2CCC1CC(O)(c1cccnc1)C2 (stereo unspecified)	-4%	29%	-3	14%	2%	0%	-7%
CCCCOc1ccc(CNC(=O)c2ccc(-c3nc(CN4CCc5ccccc54)c(C)o3)cc2)cc1	-1%	/	-18	/	3%	/	/
O=C(CSc1nccn1-c1ccc(Cl)cc1)Nc1cccc2ccccc12	6%	/	?	/	6%	/	/
CCOc1ccc(C(NC(C)=O)c2ccc(OC)c(OC)c2)cc1 (stereo unspecified)	-11%	10%	8	-2%	1%	-1%	6%
CCN1CCN(c2nc([N+](=O)[O-])nn2C)CC1	4%	-17%	8	-2%	-7%	-8%	2%
O=C(COC(=O)COc1ccc(Cl)cc1)Nc1ccc2c(c1)OCCO2	-1%	-1%	-9	15%	-2%	-33%	/
COc1ccccc1CNC(=O)c1c(O)nc2cc(C)ccn2c1=O	4%	/	3	/	6%	/	/
CC1=Nc2cc(C(=O)N3CCC4(CC3)OCCO4)ccc2Sc2ccc(Cl)cc21	3%	?	-14	6%	2%	120%[activator]	5%
CCOc1ccccc1N(CC(=O)NCc1ccc(OC)cc1)S(C)(=O)=O	1%	5%	29	15%	-8%	27%	0%
COc1cc(C)c(Br)cc1S(=O)(=O)NCc1cccs1	1%	5%	?	-2%	7%	-8%	-2%
O=C(Cc1ccc(F)cc1)Nc1ccccc1Sc1ccccc1	-2%	-5%	-12	22%	-15%	-28%	-3%
O=C(CN1CCN(CC(=O)Nc2ccc3c(c2)OCO3)CC1)Nc1ccc(F)cc1	2%	5%	20	-3%	-3%	-15%	-8%
CC(C)C[C@@H](CNC(=O)OC(C)(C)C)NC(=O)c1nc[nH]c1C(=O)N[C@@H](CC(C)C)C(=O)CNC[C@H](CC(C)C)NC(=O)c1nc[nH]c1C(=O)N[C@@H](Cc1c[nH]c2ccccc12)C(=O)OC(C)(C)C	-4%	35%[activator]	25	132%[activator]	/	65%[activator]	/
COc1ccccc1NS(=O)(=O)c1ccc(N/N=C/c2c(C)nn(-c3ccccc3)c2N2CCCC2)c([N+](=O)[O-])c1	-6%	?	-40	-29%	-1%	-50%	-25%
CC1=C(C(=O)Nc2ccccc2)C(c2ccccn2)n2nc(CCCO)nc2N1 (stereo unspecified)	0%	6%	30	19%	?	-14%	2%
O=C(Nc1ccc2oc(-c3ccncc3)nc2c1)c1cccs1	-1%	?	-11	-6%	-3%	-10%	0%
O=C(CCCN1Cc2ccccc2C1)c1ccc(F)cc1	1%	2%	-21	10%	-3%	-33%	1%
CC(C)c1ccc(-n2c(O)c(/C=N/NC(=O)c3ccccc3O)c(=O)[nH]c2=S)cc1	-21%	-5%	-9	65%[activator]	-7%	?	-4%
Cn1c(CNC(=O)C(Cc2ccccc2)NC(=O)c2ccccc2F)cc(=O)n(C)c1=O (stereo unspecified)	0%	9%	-36	2%	?	-9%	0%
Clc1ccccc1/C=N/Nc1cc(N2CCOCC2)ncn1	-11%	-5%	57	2%	-3%	79%	1%
Cc1cc(C)cc(NC(=O)C2CCN(S(=O)(=O)c3ccc4c(c3)oc(=O)n4C)CC2)c1	4%	/	-1	/	5%	/	/
COc1ccccc1N1CC(C(=O)OCc2nc(N)nc(Nc3ccccc3)n2)CC1=O (stereo unspecified)	3%	6%	1	4%	2%	-17%	/
Cc1ccc(CNC(=O)CCCN2C(=S)NC(C)(C)CC2C)cc1 (stereo unspecified)	-3%	16%	53	-14%	-1%	-11%	3%
CCCN1C(=O)/C(=N\OCC(=O)Nc2ccc(C(C)C)cc2)c2ccccc21	-6%	-12%	?	-6%	-5%	-24%	-2%
CN(C(=O)COc1ccc(Oc2ccccc2)cc1)C1CCS(=O)(=O)C1 (stereo unspecified)	-11%	-2%	-37	-8%	-9%	110%[activator]	-4%
O=C1Nc2cc(Cl)ccc2Oc2cc(Oc3ccccc3)ccc21	1%	/	-1	/	-1%	/	/
COc1ccc(C(C)C)cc1S(=O)(=O)n1ccnc1C	1%	15%	-103*	14%	-7%	-5%	4%
COc1cc(/C=C/C(=O)NCCN2CCOCC2)cc(OC)c1OC	-3%	7%	-9	5%	-14%	-15%	-2%
O=C(NC(c1ccccc1)c1ccccc1)c1ccccc1	5%	-10%	38	37%[activator]	/	/	/
Cc1cc(NC(=S)N(CCN2CCCCC2)Cc2ccco2)ccc1Cl	-11%	8.9µM*	?	-12%	2%	54%	-3%
CCCCn1c(N)c(N(CC)C(=O)C2COc3ccccc3O2)c(=O)[nH]c1=O (stereo unspecified)	-1%	11%[8.37 µM]	-19	-8%	-19%	-13%	/
CC(=O)c1ccc(OCc2cc(C(=O)NCCn3nc(C)cc3C)no2)cc1	4%	21%	-8	0%	6%	44%	-3%
O=C(c1ccccc1)c1cn(Cc2ccc(F)cc2)c2ccccc2c1=O	4%	/	-10	/	-9%	/	/

Looked up by structure from the entries so far, 2 records:
SMILES	Tb PYK inh	HCV inh	HCMV antiviral	AMA1 RON2 block	AmpC inh detg	AmpC inh no detg	LmPK inhibitor
COc1ccccc1OC(C)C(=O)Nc1cccc(-c2nc3ccccc3o2)c1 (stereo unspecified)	1%	/	27	/	16%	/	/
O=C(c1ccccc1)c1cn(Cc2ccc(F)cc2)c2ccccc2c1=O	4%	/	-10	/	-9%	/	/

Next compounds follow.
SMILES	Tb PYK inh	HCV inh	HCMV antiviral	AMA1 RON2 block	AmpC inh detg	AmpC inh no detg	LmPK inhibitor
COc1ccc(-c2nn(-c3ccccc3)cc2/C=C/C(=O)O)cc1[N+](=O)[O-]	0%	0%	34	-1%	9%	-20%	8%
O=C(NCc1ccco1)c1cccc(NC(=O)c2ccco2)c1	?	-9%	-8	12%	-3%	-29%	0%
CSc1ccc(S(=O)(=O)N2CCC(C(=O)NCCCn3ccnc3)CC2)cc1	7%	23%	-9	1%	-12%	24%	-5%
COC(=O)c1cc(NC(=O)COC(=O)CCc2c[nH]c3ccccc23)cc(C(=O)OC)c1	-2%	11%	-5	20%	-18%	-3%	/
CC(C)(C)n1nc2c(c1NC(=O)Cc1ccc(F)cc1)CS(=O)(=O)C2	0%	14%	-14	-12%	4%	-12%	-4%
COc1ccc(NC(=O)c2c(NCc3ccc(C)o3)sc3c2CCCCC3)c(OC)c1	?	/	9	/	-10%	/	/
COc1ccccc1C=NNc1ccc([N+](=O)[O-])cn1	1%	9%	20	26%	/	/	/
Cc1cccc(/C=c2\s/c(=C\C(=O)C(C)(C)C)[nH]c2=O)c1	-5%	?	1	-8%	-2%	-43%	4%
O=C(OCc1ccccc1)c1ccc(NCc2cc(O)ccc2O)cc1	-25%	5µM*	-87*	-29%	/	/	/
CCCC(c1nnnn1Cc1ccco1)N1CCC(C(N)=O)CC1 (stereo unspecified)	-13%	11%	67	-10%	-16%	-5%	1%
CCOC(=O)N1CCN(C(=O)c2ccc3c(c2)NC(=O)/C(=C/c2ccccc2)S3)CC1	3%	?	?	11%	-1%	48%	4%
Cc1ccc2cccc(OCC(=O)N(C)CC(=O)Nc3ccc(F)cc3)c2n1	6%	7%	2	12%	-9%	2%	/
Cc1cccc(C)c1NC(=O)NNC(=O)c1cc(C(C)(C)C)nn1Cc1ccccc1	-14%	5%	10	7%	-5%	-13%	1%
CC(Oc1cccc2cccnc12)C(=O)N/N=C/c1ccccc1 (stereo unspecified)	3%	-13%	-27	-5%	0%	-11%	1%
O=C(CCNC(=O)c1ccc([N+](=O)[O-])cc1)Nc1cccc(S(=O)(=O)N2CCCCC2)c1	5%	?	-28	-4%	-9%	-39%	6%
Cc1nc(CCl)cc(=O)[nH]1	-1%	6%	?	-4%	1%	-9%	-7%
CCCCNC(=O)CSc1nc2ccccc2nc1Cc1ccc(Cl)cc1	3%	/	3	/	19%	/	/
O=C(O)CNS(=O)(=O)Cc1ccccc1	-3%	7%	-17	-6%	4%	0%	2%
O=C(O)CC(c1ccc(Cl)cc1)N1Cc2ccccc2C1=O (stereo unspecified)	6%	21%	6	7%	3%	-14%	5%
CC(C)CC(c1nnnn1C1CCCC1)N1CCN(C(=O)c2ccco2)CC1 (stereo unspecified)	-13%	?	-11	-3%	1%	30%	0%
COc1ccc(Oc2nc(C)nc3c2oc2ccccc23)cc1	-16%	8.9µM*	-68*	-2%	-13%	133%[activator]	2%
CCCCCCN1CCN(C2CN(Cc3cn(Cc4ccc(Cl)cc4)nn3)S(=O)(=O)C2)CC1 (stereo unspecified)	-3%	/	-19	2%	/	/	/
CCN(CC)c1cc(C)c(C#N)c2nc3ccccc3n12	3%	-26%	-2	19%	6%	-18%	4%
CN(C)S(=O)(=O)N1CCc2ccc(NC(=O)c3ccc(C(F)(F)F)cc3)cc2C1	4%	7.9µM*	?	0%	?	14%	-4%
CCc1nc(SCC(=O)NCc2ccco2)c2c3c(sc2n1)CCCC3	1%	-5%	-3	16%	0%	-15%	4%

3 entries out of the list, ordered by SMILES length, lowest first.
SMILES	Tb PYK inh	HCV inh	HCMV antiviral	AMA1 RON2 block	AmpC inh detg	AmpC inh no detg	LmPK inhibitor
Clc1ccccc1/C=N/Nc1cc(N2CCOCC2)ncn1	-11%	-5%	57	2%	-3%	79%	1%
CN(C)S(=O)(=O)N1CCc2ccc(NC(=O)c3ccc(C(F)(F)F)cc3)cc2C1	4%	7.9µM*	?	0%	?	14%	-4%
O=C(CCNC(=O)c1ccc([N+](=O)[O-])cc1)Nc1cccc(S(=O)(=O)N2CCCCC2)c1	5%	?	-28	-4%	-9%	-39%	6%

Source: PubChem BioAssay
